M4 PAM: human M4 muscarinic receptor positive allosteric modulators, primary screen, CHO-K1 cells, Fluo-8 calcium fluorescence; AID 624126, 2012; 360,000 tested, 0.4% active; activation, % at 3 µM; CHO-K1 hM4/Gqi5, ACh EC20; 0% = ACh EC20, 100% = maximal ACh;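 active = activation above its plate's cutoff, the mean activation of sample wells plus 3 SD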; also: some results filed as inactive read as strong as hits
M5 antag: human M5 muscarinic receptor antagonists, primary screen, CHO cells, Fluo-8 calcium fluorescence. 360,000 tested, 0.59% active. inhibition, % at 3 µM. AID 624040, 2012. Muscarinic acetylcholine receptor M5 (Homo sapiens), P08912. CHO-hM5 cells, ACh EC80;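 active = inhibition above a per-plate cutoff, the mean of that plate's test compounds plus 3 SD, cut at about 27% in these data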;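 also: 0% = acetylcholine EC80 with DMSO and 100% = DMSO without agonist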
M5 PAM: human M5 muscarinic receptor positive allosteric modulators, primary screen, CHO-K1 cells, Fluo-8 calcium fluorescence; Muscarinic acetylcholine receptor M5 (Homo sapiens), P08912; CHO-K1 hM5, ACh EC20 PAM; 0% = ACh EC20, 100% = ACh EC100; activation, % at 3 µM; 360,000 tested, 0.3% active; AID 624038, 2012;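 active = activation above the run cutoff, the mean activation of all test compounds plus 3 SD, cut at about 18% in these data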
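System: CHO-K1 hM5 cells. Reagent: acetylcholine, EC20 level. Compound dosing: single dose, 3 µM nominal final test concentration. Timing: Post-acetylcholine fluorescence recording 140 s. Detection: Fluo-8 calcium fluorescence. Read-out: % activation, ACh-normalized. Benchmarks: ACh EC20 and EC100 wells. Repeats: singlicate, one well per test compound.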
CHRM1 antagonist: human M1 muscarinic receptor antagonists, primary screen, CHO-K1 cells, Fluo-8 calcium fluorescence, 1536-well; 360,000 tested, 1.3% active; inhibition, % at 3 µM; CHO-K1 hM1, ACh EC80 antagonist;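 active = percent inhibition above its own plate's cutoff, namely the mean of that plate's compound wells plus 3 SD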;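 also: peak over basal fluorescence ratio during 140 s after agonist addition; 0% = ACh EC80 plus DMSO and 100% = DMSO alone without agonist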
Target sequence (P11229 whole entry, looked up): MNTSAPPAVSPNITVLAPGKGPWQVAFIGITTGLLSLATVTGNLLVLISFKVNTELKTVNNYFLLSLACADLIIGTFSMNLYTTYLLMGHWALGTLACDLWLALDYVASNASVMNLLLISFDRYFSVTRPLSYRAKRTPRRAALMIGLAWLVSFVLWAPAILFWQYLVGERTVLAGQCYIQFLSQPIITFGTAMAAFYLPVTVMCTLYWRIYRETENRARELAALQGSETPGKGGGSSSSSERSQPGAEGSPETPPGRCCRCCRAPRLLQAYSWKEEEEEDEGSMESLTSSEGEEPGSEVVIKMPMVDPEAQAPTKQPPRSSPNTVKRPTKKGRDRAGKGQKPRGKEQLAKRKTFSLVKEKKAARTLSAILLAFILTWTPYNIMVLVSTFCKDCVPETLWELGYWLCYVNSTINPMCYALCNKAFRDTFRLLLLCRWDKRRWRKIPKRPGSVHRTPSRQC
CHRM4 antagonist: human M4 muscarinic receptor antagonists, primary screen, CHO cells, Fluo-8 calcium fluorescence | inhibition, % at 3 µM | 360,000 tested, 0.73% active | Muscarinic acetylcholine receptor M4 (Homo sapiens), P08173 | CHO-hM4 cells, ACh EC80;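 active = inhibition above its plate's cutoff, the mean inhibition of sample wells plus 3 SD, cut at about 27% in these data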;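 also: 0% = acetylcholine EC80 with DMSO and 100% = DMSO without agonist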
M5 ag: human M5 muscarinic receptor agonists, primary screen, CHO-K1 cells, Fluo-8 calcium fluorescence; Muscarinic acetylcholine receptor M5 (Homo sapiens), P08912; 360,000 tested, 0.19% active; AID 624037, 2012; CHO-K1 hM5 cells; 0% DMSO wells, 100% maximal acetylcholine response; activation, % at 3 µM;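 active = activation above the run's mean over test compounds plus 3 SD, cut at about 23% in these data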;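 also: signal is peak over basal fluorescence ratio across the kinetic read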
M1 PAM: human M1 muscarinic receptor positive allosteric modulators, primary screen, CHO-K1 cells, Fluo-8 calcium fluorescence, 1536-well | Muscarinic acetylcholine receptor M1 (Homo sapiens), P11229 | CHO-K1 hM1, ACh EC20; 0% = ACh EC20, 100% = maximal ACh | activation, % at 3 µM | 360,000 tested, 0.088% active | AID 588819, 2011; in the data active = activation above about 19%, passing the limit was not always enough
CRFBP-R2 agonist: agonists of CRF-BP/CRF-R2 complex, primary screen, cell-based, HEK293, calcium dye fluorescence, uHTS; CRF-binding protein / CRF receptor 2 complex (human); calcium dye fluorescence (FLIPR); percent of saturating CRF peptide response; activation, % at 13.2 µM; 350,000 tested, 0.46% active; AID 588473, 2011;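 active = activation of at least 50%, plus an integration ratio under a set limit after plate pattern correction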;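 also: plate controls were neutral control wells without compound for no effect and CRF at EC100 for full effect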
CHRM4 agonist: human M4 muscarinic receptor agonists, primary screen, CHO-K1 cells, Fluo-8 calcium fluorescence | Muscarinic acetylcholine receptor M4 (Homo sapiens), P08173 | CHO-K1 hM4/Gqi5; vehicle 0%, full acetylcholine response 100% | activation, % at 3 µM | 360,000 tested, 0.14% active | AID 624127, 2012;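 active = activation above the run mean over all test wells plus 3 SD, cut at about 32% in these data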;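 also: peak over basal fluorescence ratio per well then scaled between controls; 0% = DMSO wells and 100% = acetylcholine at EC100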
Active calls of the source: *; . = not tested or not shown.

[1] COc1ccc(OC)c(S(=O)(=O)N(C)CC(=O)N2CCOCC2)c1
[2] CC1=C(C#N)C(c2ccc(O)cc2)C(C#N)=C(C)N1
[3] O=C(O)c1cnn2c(-c3ccccc3)ccnc12
[4] COc1ccc(C2=CC(=O)C[C@H](c3ccc(OC)c(OC)c3)C2)cc1
[5] O=C(Nc1ccc(NC(=O)C2CC2)cc1)c1cccs1
[6] COC(=O)N1C(=O)[C@](c2ccccc2)(C2CCCC2)N1C(=O)OC
[7] O=C(CN1C(=O)NC2(CCCC2)C1=O)NNC(=O)c1ccc(Br)cc1
[8] Cc1nn(Cc2ccc(Cl)c(Cl)c2)c(C)c1NC(=O)c1cc(CC(C)C)on1

compound no. | 1 | 2 | 3 | 4 | 5 | 6 | 7 | 8
M4 PAM | 10 | 2 | -6 | 5 | 5 | 5 | 25* | -11
M5 antag | 5 | -5 | 3 | 11 | 3 | 9 | 0 | 14
M5 PAM | 2 | 10 | 0 | -7 | -3 | 10 | 0 | -19
CHRM1 antagonist | -18 | -4 | -7 | -2 | -18 | -12 | -22 | 29*
CHRM4 antagonist | -2 | -4 | 10 | -2 | -3 | 8 | -16 | -1
M5 ag | -2 | 0 | 2 | 3 | -4 | -1 | 4 | -1
M1 PAM | 15 | 9 | 5 | 2 | 17 | 14 | 30* | -21
CRFBP-R2 agonist | 1.5 | -0.9 | 0.0 | -2.4 | -0.9 | -2.3 | 0.9 | -0.3
CHRM4 agonist | 0 | 1 | 0 | 2 | 3 | 1 | 1 | 10

In the list so far, two have an aryl methoxy group:
[1] COc1ccc(OC)c(S(=O)(=O)N(C)CC(=O)N2CCOCC2)c1
[4] COc1ccc(C2=CC(=O)C[C@H](c3ccc(OC)c(OC)c3)C2)cc1

compound no. | 1 | 4
M4 PAM | 10 | 5
M5 antag | 5 | 11
M5 PAM | 2 | -7
CHRM1 antagonist | -18 | -2
CHRM4 antagonist | -2 | -2
M5 ag | -2 | 3
M1 PAM | 15 | 2
CRFBP-R2 agonist | 1.5 | -2.4
CHRM4 agonist | 0 | 2

Entries by screen from the list:
Entries 1 to 8 in CHRM4 agonist, in turn: 0, 1, 0, 2, 3, 1, 1, 10
Entries 1 to 8 in CRFBP-R2 agonist, in turn: 1.5, -0.9, 0.0, -2.4, -0.9, -2.3, 0.9, -0.3
Entries 1 to 8 in M4 PAM, in turn: 10, 2, -6, 5, 5, 5, 25*, -11

Next records.
[9] O=C(Nc1nnc(S(=O)(=O)N2CCCCCC2)s1)c1ccccc1Cl
[10] CCCCc1ncc(CN2CCC(n3nccc3NC(=O)c3ccccc3OC)CC2)[nH]1
[11] O=C(CSc1nnnn1-c1ccc(F)cc1)Nc1ccccc1F
[12] CCOc1ccccc1OCC(=O)OCC(=O)NNC(=O)c1ccc([N+](=O)[O-])cc1
[13] CC(C)(C)c1cc2nc(NCCc3ccc(S(N)(=O)=O)cc3)ccn2n1
[14] O=C(CCCn1c(SCc2cc(=O)n3ccccc3n2)nc2ccccc2c1=O)NCC1CCCO1 (centres undefined)
[15] COc1ccc(/C=N/NC(=O)c2ccc(NC(=O)c3cccc([N+](=O)[O-])c3)cc2)c(OC)c1
[16] O=[N+]([O-])c1c(NCCO)cc(N2CCCCC2)c2nonc12

compound no. | 9 | 10 | 11 | 12 | 13 | 14 | 15 | 16
M4 PAM | -12 | -9 | 0 | 3 | -1 | 15 | -5 | 10
M5 antag | 4 | 11 | -7 | 1 | -6 | 1 | 22 | 4
M5 PAM | -8 | -2 | -3 | -1 | 3 | 6 | -15 | 2
CHRM1 antagonist | 2 | -1 | -15 | -7 | 5 | -6 | 18 | -7
CHRM4 antagonist | 13 | -7 | 3 | -4 | 7 | -12 | 1 | -3
M5 ag | 3 | -9 | 2 | -2 | 1 | -1 | 0 | 0
M1 PAM | -4 | 0 | 6 | 6 | -3 | 6 | -16 | -2
CRFBP-R2 agonist | 0.1 | -0.7 | -0.8 | -2.4 | . | 0.3 | 0.8 | 1.8
CHRM4 agonist | 2 | 0 | 1 | 2 | 1 | 3 | 16 | 1

[17] Cc1noc(C)c1S(=O)(=O)N1CCCC(C(=O)Nc2cccnc2)C1 (centres undefined)
[18] CC(C(=O)N1CCCc2ccccc21)N1CCN(S(=O)(=O)c2ccccc2F)CC1 (centres undefined)
[19] Cc1ccc(OCCN(C)C)c([N+](=O)[O-])c1
[20] CCOC(=O)CSc1cc(C(F)(F)F)nc(-c2ccccn2)n1
[21] O=[N+]([O-])c1ccc(C=NN2CCOCC2)s1
[22] Cc1nn(-c2ccccn2)c2c1C(c1ccncc1)C1=C(CC(C)(C)CC1=O)N2 (centres undefined)
[23] Cc1ccc(OCC(O)CN2CCC(Cc3ccccc3)CC2)c(C)c1 (centres undefined)
[24] CCN(CC)S(=O)(=O)c1ccc(C)c(NC(=S)N2CCN(C/C=C/c3ccccc3)CC2)c1
[25] O=C1CC(c2cc(Br)ccc2F)c2cc3c(cc2N1)CCC3 (centres undefined)
[26] Cc1ccc(CN2CCN(/N=C/c3cccs3)CC2)cc1
[27] CC1=Nc2ccccc2N=C(NC(=O)CSC(=S)N2CCCCC2)C1c1ccccc1 (centres undefined)

compound no. | 17 | 18 | 19 | 20 | 21 | 22 | 23 | 24 | 25 | 26 | 27
M4 PAM | 7 | 2 | 2 | -1 | 10 | 2 | -8 | -7 | 9 | 6 | -20
M5 antag | -5 | -1 | -6 | 8 | 4 | 0 | -4 | -6 | 0 | 4 | 5
M5 PAM | -1 | -6 | 1 | -7 | -5 | 3 | -1 | -4 | 2 | -9 | -6
CHRM1 antagonist | -12 | -48 | 1 | -26 | 3 | 13 | -6 | 18 | -3 | -2 | 15
CHRM4 antagonist | -10 | -9 | 0 | 2 | 1 | 1 | 10 | 1 | 9 | -1 | 9
M5 ag | -5 | -2 | -9 | 0 | 2 | -1 | -5 | 2 | 2 | -9 | 1
M1 PAM | 9 | 3 | 6 | 22 | -7 | -5 | -1 | -6 | 6 | -5 | -5
CRFBP-R2 agonist | -1.1 | -0.2 | -0.7 | 0.0 | -2.0 | -1.3 | 2.9 | 0.3 | 7.4 | -5.3 | 1.7
CHRM4 agonist | 2 | 2 | 1 | 1 | 2 | -1 | 4 | 6 | 0 | 1 | 13

Shown with tabs: part of the list above.
no.	smiles	M4 PAM	M5 antag	M5 PAM	CHRM1 antagonist	CHRM4 antagonist	M5 ag	M1 PAM	CRFBP-R2 agonist	CHRM4 agonist
23	Cc1ccc(OCC(O)CN2CCC(Cc3ccccc3)CC2)c(C)c1 (centres undefined)	-8	-4	-1	-6	10	-5	-1	2.9	4
24	CCN(CC)S(=O)(=O)c1ccc(C)c(NC(=S)N2CCN(C/C=C/c3ccccc3)CC2)c1	-7	-6	-4	18	1	2	-6	0.3	6

From PubChem BioAssay
